Screening results as filed in PubChem.
PP1 inh: PP1-alpha phosphatase inhibitors, primary screen, counter-screen for PP5 inhibitor project, biochemical, fluorescence, OMFP substrate, single point | Serine/threonine-protein phosphatase PP1-alpha catalytic subunit (Homo sapiens), P62136 | purified PP1alpha | inhibition, % at 6.7 µM | hit rate 0.9% among 320,000 | AID 2235, 2010;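 active means inhibition above the mean inhibition of all tested compounds plus 3 SD, computed separately for each screening campaign, cut at about 15% in these data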
Target sequence (P62136 whole entry, looked up): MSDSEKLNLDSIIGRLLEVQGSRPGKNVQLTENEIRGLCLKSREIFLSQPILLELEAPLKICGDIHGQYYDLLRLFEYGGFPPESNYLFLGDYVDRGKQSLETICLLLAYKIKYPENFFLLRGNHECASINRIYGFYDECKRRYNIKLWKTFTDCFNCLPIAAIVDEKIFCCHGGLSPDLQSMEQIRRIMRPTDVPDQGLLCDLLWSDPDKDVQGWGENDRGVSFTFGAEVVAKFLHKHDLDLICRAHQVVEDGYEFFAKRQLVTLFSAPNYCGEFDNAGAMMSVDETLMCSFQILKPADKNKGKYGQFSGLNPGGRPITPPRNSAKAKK
core dimer inh: inhibitors of HCV core protein dimerization, primary screen, biochemical, TR-FRET, high-throughput; TR-FRET GST/Flag-core106 dimerization, 1536-well; inhibition, % at 5 µM; hit rate 0.33% among 300,000;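 active means inhibition above the mean of all tested compounds plus 3 SD, set per screening campaign, cut at about 45% in these data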
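System: GST/Flag-tagged HCV core106 proteins. Incubation: compound-protein-antibody incubation 4 h at 22.5 °C. Technique: HTRF with 340 nm excitation, 617/671 nm emission. Medium: KF-containing HEPES buffer, pH 7.45, DTT, CHAPS, BSA. Read-out: inhibition (%) from 671 over 617 nm ratio. Also added: Eu(K)-anti-GST 90 ng/mL plus XL665-anti-Flag 1 µg/mL.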
PREPL inh: PREPL enzyme inhibitors, primary screen, biochemical, fluorescence polarization; recombinant PREPL, fluorescence polarization activity-based probe; Prolyl endopeptidase-like (Homo sapiens), Q4J6C6; AID 2751, 2010; inhibition, % at 5.96 µM; hit rate 0.68% among 320,000; in the data active means inhibition above about 43%;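 further: 0% = enzyme with DMSO and 100% = wells lacking enzyme; many of its hits are not listed in these tables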
EBNA-1 inh: EBNA-1 DNA-binding inhibitors, primary screen, biochemical, fluorescence polarization | inhibition, % at 14.8 µM | hit rate 0.34% among 300,000; in the data active means inhibition above about 28%
Efflux pump inh: inhibitors of Candida efflux pumps in yeast, primary screen, S. cerevisiae, Nile Red, multiplex | S. cerevisiae Candida pump triplex | inhibition, % at 10 µM | hit rate 0.44% among 330,000 | AID 485275, 2010;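 active means plate passing quality check with inhibition over a set limit, or well fluorescence over plate mean plus 4 SD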;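 further: Nile Red retained in pooled yeast measured as flow cytometry median fluorescence; 0% = buffer negative control and 100% = Enniatin B positive control; higher means more Nile Red kept so more efflux inhibition; some compounds called inactive have numbers as strong as hits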
CTSL1 counter: Fasciola hepatica cathepsin L1 inhibitors, primary screen, counter-screen for PFM18AAP inhibitor project, biochemical, QFRET, fluorogenic peptide substrate | AID 1906, 2009 | recombinant F. hepatica cathepsin L1, Z-Leu-Arg-MCA fluorescence | inhibition, % at 5.96 µM | hit rate 0.49% among 300,000;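 active means inhibition above the mean of all tested compounds plus 3 SD, set per screening campaign, cut at about 17% in these data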;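 further: 0% = plate median of test compound wells and 100% = 1 µM Z-Phe-Ala-diazomethylketone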
PP5 primary: PP5 phosphatase inhibitors, primary screen, biochemical, fluorescence; Serine/threonine-protein phosphatase 5 (Homo sapiens), P53041; purified PP5c, OMFP substrate fluorescence; inhibition, % at 6.7 µM; hit rate 0.18% among 320,000;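 active means inhibition above the campaign's mean inhibition across all tested compounds plus 3 SD, cut at about 9.5% in these data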;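 further: 0% = DMSO only and 100% = 100 µM cantharidin control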
Target sequence (P53041 whole entry, looked up): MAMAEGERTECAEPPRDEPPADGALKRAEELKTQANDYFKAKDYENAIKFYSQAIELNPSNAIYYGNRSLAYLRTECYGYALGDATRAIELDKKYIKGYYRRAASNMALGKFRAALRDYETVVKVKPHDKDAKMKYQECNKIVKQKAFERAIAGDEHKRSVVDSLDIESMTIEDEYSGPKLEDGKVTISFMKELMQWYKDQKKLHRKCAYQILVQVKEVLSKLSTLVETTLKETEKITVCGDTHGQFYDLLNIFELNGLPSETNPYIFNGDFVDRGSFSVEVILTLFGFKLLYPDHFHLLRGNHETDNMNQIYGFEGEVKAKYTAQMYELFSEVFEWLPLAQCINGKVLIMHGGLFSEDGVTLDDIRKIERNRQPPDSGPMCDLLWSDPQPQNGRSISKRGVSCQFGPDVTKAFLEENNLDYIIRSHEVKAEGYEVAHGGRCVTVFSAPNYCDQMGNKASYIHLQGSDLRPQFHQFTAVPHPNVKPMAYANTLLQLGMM
TPT1 inhibitor: Candida albicans TPT1 enzyme inhibitors, primary screen, biochemical, fluorescence polarization; tRNA 2'-phosphotransferase TPT1 (Candida albicans SC5314); recombinant caTPT1, FP RNA substrate dephosphorylation; inhibition, % at 5 µM; hit rate 0.81% among 300,000;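 active means inhibition above the mean of all tested compounds plus 3 SD, set per screening campaign, cut at about 24% in these data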;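 further: plate controls were DMSO alone for no effect and ferristatin control at 100 nM for full effect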
ZTA DNA inh: ZTA (EBV) inhibition in EBNA-1 counter-screen | P03206 | AID 2234 | ZTA-DNA binding, fluorescence polarization | inhibition, % at 11 µM | hit rate 0.15% among 320,000; in the data active means inhibition above about 33%
The depositor's hits bear a star.

Every second line gives: PP1 inh, core dimer inh, PREPL inh, EBNA-1 inh, Efflux pump inh, CTSL1 counter, PP5 primary, TPT1 inhibitor, ZTA DNA inh
> COc1cccc(-c2cc(C(=O)Nc3ccccc3SC)no2)c1
  0, 3, 17, -2, 1.4, -6, 2.4, 0, 6
> CCOC(=O)c1nc(NCc2ccccc2)c2ccccc2n1
  -1, 2, -1, -17, 0.0, -2, -1.7, 1, -11
> CCN(NC(=O)C(O)(c1ccc(F)cc1)c1ccc(F)cc1)C(=O)c1ccccc1
  0, -4, -2, -8, 0.0, -2, 1.5, 0, -5
> CCC(=O)Nc1nonc1-c1nc2ccccc2n1N(C(=O)CC)C(=O)CC
  2, -4, 16, -6, 0.1, -3, -0.8, 3, -15
> Cc1ccc(CNC(=O)C2CCC(=O)N2C2CCCCC2)cc1 (centres undefined)
  -5, -4, 3, 1, -0.1, 0, -0.6, -3, -4
> O=C1N2CN(C(c3ccccc3)c3ccccc3)CN=C2SC1(CO)CO
  -2, -1, -7, -4, 0.1, -7, 0.6, -8, -16
> COc1ccc(CNC(=O)c2cc(=O)c3cc(C)cc(C)c3o2)cc1
  0, 1, 3, 3, 0.1, -3, 3.2, -1, 2
> CC(C)CNC(=S)N(CCCO)Cc1cc2cc3c(cc2[nH]c1=O)OCO3
  -4, -10, 10, -5, -0.1, 4, 0.8, -2, -5
> COc1ccc(NC(=O)c2ccc(COc3ccccc3Br)o2)cc1OC
  -1, 2, 34, -3, 0.0, 4, 1.1, -3, -5
> O=C(Nc1ccc2c(c1)OCCO2)N1CCN(Cc2ccccc2)CC1
  -5, 2, 10, 6, 0.2, 6, 0.3, -1, 11
> CN(Cc1nc(-c2cccnc2)no1)S(=O)(=O)c1ccc2ccccc2c1
  -2, -1, 4, 4, 0.0, -2, 3.5, 1, -1
> Cc1ccc(SCC(=O)Nc2nccs2)cc1
  -9, 2, -3, -6, 0.1, -8, -0.7, 5, -7
> O=C(NCCn1c(-c2ccncc2)nc2ccccc21)[C@H]1CCCN1c1nc(CN2CCCCC2)cs1
  2, -12, 9, -11, -0.2, 7, -4.4, -1, -28
> CC(NC(=S)Nc1ccc(Cl)cc1Cl)C(c1cccs1)N1CCCC1 (centres undefined)
  -3, -8, -31, 7, 0.1, -1, 2.1, 0, -8
> COc1ccccc1OCCSc1nc2ccccc2n1CCO
  1, 1, 11, -14, 0.3, -7, 2.2, -5, 4
> COC(=O)c1cc(S(=O)(=O)N2CCN(c3cccc(C)c3)C(C)C2)c[nH]1 (centres undefined)
  2, 0, -1, -3, 0.0, 0, 0.7, 0, -1
> Cc1ccc(S(=O)(=O)N2CCC(C(=O)Nc3nnc(-c4ccco4)s3)CC2)cc1
  2, -1, -15, -1, 0.0, 0, 3.2, 2, -27
> CC(C)(C)NC(=O)CSc1nnc(-c2ccccn2)n1Cc1ccccc1
  -1, -1, -7, 12, -0.1, -1, -2.1, -1, -8
> O=C(N/N=C/c1sc(N2CCOCC2)nc1-c1ccccc1)c1cccc(S(=O)(=O)N2CCCC2)c1
  -2, 10, 21, -4, 0.0, 4, 1.9, 35*, -15
> CCOc1ccc(CNCCN2CCCC2)cc1
  4, 3, 2, -9, 0.0, 1, 1.5, 0, -3
> O=C(/C(=C/O)N=Nc1ccccc1Cl)c1ccccc1
  3, 12, -33, -9, 0.1, 5, 2.2, 2, 11
> O=C1CCCC2=C1C(c1ccco1)Nc1ccc3ccccc3c12 (centres undefined)
  4, 71*, 10, 1, 0.1, -1, 0.8, 5, 12
> COc1ccccc1CNC(=S)NC1CCCCC1
  4, 1, 0, 3, -0.1, 2, -1.3, 2, 9
> Cc1ccc(NCC(=O)N/N=C/c2c[nH]c3ccccc23)cc1
  0, -1, 10, 4, 0.1, 2, 5.8, 4, 9
> COc1ccccc1CNC(=O)c1ccc(OC(F)F)c(OC)c1
  0, 1, -2, -1, 0.0, 1, -1.8, 1, 6
> Cc1nc(NCC2CCCO2)c2nnn(Cc3ccccc3Cl)c2n1 (centres undefined)
  -1, 1, 8, -8, 0.1, 2, 3.3, 0, -7
> COc1ccc(OC)c2c(C)cc(N3CCN(C(=O)c4ccc(F)cc4)CC3)nc12
  3, 0, 17, 10, 0.1, 1, 3.7, -1, 8
> CCOc1ccc(NC(=O)C2CCCN(C(=O)Nc3ccccc3)C2)cc1 (centres undefined)
  0, -5, 21, -1, -0.1, -1, 0.1, -4, -6
> CC(=O)Nc1ccc(C(=O)OCc2ccccc2Cl)cc1
  -1, -9, -8, -4, 0.2, 7, 3.2, 4, -14
> O=C(Nc1cc([N+](=O)[O-])ccc1F)c1ccc2ccccc2c1
  9, -8, -17, -8, -0.1, -8, 1.8, -3, -14
> CCC(=O)N1CCN=C1SCc1cccc(F)c1
  0, -3, 7, -2, -0.1, 3, 0.2, -1, 13
> O=C(NCc1cccnc1)c1ccc2c(c1)C(=O)N(Cc1ccccc1)C2=O
  -2, -12, 6, 1, -0.1, 0, 0.0, -1, -5
> CC(C)Cc1cc(C(=O)N2CCCC(CO)(Cc3ccc(F)cc3F)C2)n[nH]1 (centres undefined)
  1, -5, -1, -12, 0.2, -4, 3.8, -6, -7
> CC(C)C[C@H](NC(=O)OC(C)(C)C)c1nnc(SCC(=O)Nc2ccc(Br)cc2)o1
  7, 3, 25, -7, 0.2, 99*, 7.8, 0, -14
> CNC(=O)CSCc1c(F)cccc1Cl
  -1, 3, 4, -5, 0.1, -6, 2.1, 1, 1
> COc1ccc(C(=O)NCC(=O)n2nc(C)cc2C)cc1OC
  1, -4, -2, -9, 0.2, -4, 2.4, -1, -10
> CCCS(=O)(=O)NCc1cn2cccc(C)c2n1
  -3, -2, 4, 18, -0.1, 3, 1.2, -4, 1
> CN(C)C(=O)C(OC(=O)c1ccc2ccccc2n1)c1ccccc1 (centres undefined)
  1, -4, 2, 3, 0.0, -8, 1.0, 0, 9
> CCOC(=O)c1c(C)nn(-c2ncccc2NC(=O)NC(C)C)c1C
  -6, -1, 7, -6, 0.1, -2, 3.2, 1, -2
> COc1ccc(N2C(=O)CC(NCc3cccc(F)c3)C2=O)cc1 (centres undefined)
  0, 1, 5, 0, -0.3, 2, -0.6, -1, -6
> O=C(Nc1ccccc1)c1ccc(NC2CCCCC2)c(S(=O)(=O)N2CCOCC2)c1
  5, 7, 11, -3, -0.1, 0, 5.0, -5, -19
> Cc1ccc(C(c2sc3nc(C)nn3c2O)N2CCN(c3ccccc3)CC2)cc1 (centres undefined)
  0, 1, 6, 9, -0.2, -2, 0.3, -1, 8
> COc1ccc(-n2ccc(=O)c(C(=O)O)n2)c(OC)c1
  1, 1, 2, 11, 0.1, 0, -1.5, -3, 13
> CSc1ccc(/C=C(\C(=O)O)c2ccc(S(=O)(=O)N3CCCCC3)s2)cc1
  8, 35, -2, 4, -0.1, 4, 2.2, 3, 1
> COc1ccc(-n2c(SC3CCOC3=O)nc3ccccc3c2=O)cc1OC (centres undefined)
  -6, 6, 12, -2, 0.2, 1, 0.0, 1, -2
> CC1=CC=CN2C1=NC(=O)CC2(C)C(=O)N(CC(=O)NC1CCCC1)c1ccccc1C (centres undefined)
  -5, 1, -3, -3, -0.1, -3, -3.0, -2, 7
> C=CCn1c(COc2ccc(Cl)cc2)nnc1SCC(=O)N/N=C/c1ccccc1
  3, 9, -26, 8, 0.0, -1, 0.4, -6, 21
> c1cc2cc(-c3c(-c4ccc5c(c4)OCO5)noc3-c3ccsc3)ccc2[nH]1
  -3, 1, -5, 16, 0.0, -1, 3.7, 1, 1
> COc1ccccc1N1CCN(S(=O)(=O)CCNC(=O)C23CC4CC(CC(C4)C2)C3)CC1
  -1, -4, 10, 6, 0.0, -2, 1.8, 1, -13
> O=C(CSc1nc2ccccc2s1)NC1CCS(=O)(=O)C1 (centres undefined)
  0, -10, 4, -1, 0.1, 5, 2.5, -3, -3
> O=C(CCSc1ccc(Cl)cc1)N1CCN(c2ncccn2)CC1
  2, -1, 7, 8, -0.1, -4, 4.2, -5, 1
> Cc1ccccc1C(=O)N1CCC(C(=O)Nc2ccc3c(c2)OCCO3)CC1
  3, -2, 0, 5, 0.0, -3, 2.3, -1, 1
> COc1ccc(/C=N/NC(=O)c2ccc(COc3cccc4cccnc34)cc2)cc1O
  -1, 7, 11, 6, 0.1, 2, -0.1, 1, 10
> O=C(O)CCCCCN=Cc1c(O)c2ccccc2oc1=O
  -10, -3, 6, -11, -0.1, 6, -5.7, 4, -17
> Cc1ccc(Cn2ccc(-c3cnc(-c4ccccc4)s3)n2)cc1
  -3, 0, -38, 1, 0.2, 4, 2.5, -3, -8
> CCOC(=O)c1c(C)c(C(=O)Nc2ccccc2)c(C)n1CC
  -2, 4, 14, 3, -0.3, -1, 0.7, 3, 12
> COc1ccc(Cl)cc1N(CC(=O)NC(C)(C)C)S(=O)(=O)c1ccc(C)c([N+](=O)[O-])c1
  -1, 1, 7, 5, 0.0, 2, 5.3, -3, -10
> Cc1cccc(C)c1Nc1ncnc(N)c1[N+](=O)[O-]
  -1, 7, 0, 13, -0.4, 1, -0.4, -4, -13
> COc1ccc(CCNc2cc(C)nc3c(-c4ccccc4OC)cnn23)cc1OC
  -1, 0, 13, 7, 0.1, -6, 2.9, -4, 16
> CN(CCOc1ccccc1)C(=O)c1cc(S(=O)(=O)N2CCCCC2)ccc1Cl
  -1, 3, 8, -7, -0.1, -2, -0.3, -4, -5
> COc1cccc(C(=O)Nc2ccc(-c3nc4ccccc4o3)c(O)c2)c1
  16*, 39, -1, 15, 0.2, 2, 4.0, 6, 4
> CN1CCN(/C=C(\C#N)S(=O)(=O)c2ccc(Cl)cc2)CC1
  -4, 0, 5, 11, 0.0, -5, 0.1, -1, 20

Only part of the results is shown (hit frequency here may not be typical).
